# Screening results deposited in PubChem by The Scripps Research Institute Molecular Screening Center.
# rat GALR2 ag – agonists of rat galanin receptor 2 (GALR2). cell-based GALR2 agonist screen. activation, % at 10 µM. 0.5% of 16,000 active. AID 833, 2007; in the data active = activation above about 15%
# luminol inh ctr – counter-screen for Nox1 inhibitors: inhibitors of luminol chemiluminescence; inhibition, % at 6.7 µM; HRP/luminol/H2O2 chemiluminescence counterscreen; 0.4% of 16,000 active; AID 1823, 2009; note: reference of the scale not given here
# TLR4-MyD88 inh – inhibitors of human TLR4-MyD88 binding; Toll-like receptor 4 (Homo sapiens), O00206; 0.06% of 16,000 active; Cell-based TLR4-MyD88 binding inhibition assay; inhibition, % at 10 µM; in the data active = inhibition above about 45%
# PME-1 Maybridge – inhibitors of human PME-1 in Maybridge library; Protein phosphatase methylesterase 1 (Homo sapiens), Q9Y570; recombinant PME-1, FP-Rh probe fluorescence polarization; inhibition, % at 9 µM; 0.5% of 16,000 active; AID 2291, 2010; in the data active = inhibition above about 30%
# Target sequence (Q9Y570 whole entry, looked up): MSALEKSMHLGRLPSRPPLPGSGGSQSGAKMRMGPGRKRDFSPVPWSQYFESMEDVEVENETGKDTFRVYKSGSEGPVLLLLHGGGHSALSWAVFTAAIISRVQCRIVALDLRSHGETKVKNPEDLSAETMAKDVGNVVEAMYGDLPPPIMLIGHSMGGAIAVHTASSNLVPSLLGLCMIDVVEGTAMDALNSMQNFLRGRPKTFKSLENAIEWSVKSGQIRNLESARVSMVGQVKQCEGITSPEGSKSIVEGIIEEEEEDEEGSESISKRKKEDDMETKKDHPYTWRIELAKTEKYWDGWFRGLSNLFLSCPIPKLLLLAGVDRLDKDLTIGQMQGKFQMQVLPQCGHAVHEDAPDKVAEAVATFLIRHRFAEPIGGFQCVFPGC
# NOTCH ag – agonists of NOTCH signaling | activation, % at 2.5 µM | AID 434982, 2010 | NOTCH signaling luciferase reporter cells, luminescence | 0.4% of 15,000 active; in the data active = activation above about 2.2%
# OPRK1 antag MB – antagonists of human kappa opioid receptor OPRK1, Maybridge library | inhibition, % at 9 µM | OPRK1 cells, antagonist mode, fluorescence readout | 0.4% of 16,000 active | Kappa-type opioid receptor (Homo sapiens), P41145 | AID 652031, 2013; in the data active = inhibition above about 50%
# S1P1 agonist – activates the human S1P1 receptor. Sphingosine 1-phosphate receptor 1 (Homo sapiens), P21453. S1P1 agonist cell-based reporter assay. activation, % at 4.5 µM. 1.5% of 16,000 active. AID 1044, 2008; in the data active = activation above about 80%
# Nox1 inh – inhibitors of human NADPH oxidase 1 (Nox1). Q9Y5S8. HT29 cells, luminol chemiluminescence ROS. inhibition, % at 6.7 µM. 0.81% of 16,000 active
# Target sequence (Q9Y5S8 whole entry, looked up): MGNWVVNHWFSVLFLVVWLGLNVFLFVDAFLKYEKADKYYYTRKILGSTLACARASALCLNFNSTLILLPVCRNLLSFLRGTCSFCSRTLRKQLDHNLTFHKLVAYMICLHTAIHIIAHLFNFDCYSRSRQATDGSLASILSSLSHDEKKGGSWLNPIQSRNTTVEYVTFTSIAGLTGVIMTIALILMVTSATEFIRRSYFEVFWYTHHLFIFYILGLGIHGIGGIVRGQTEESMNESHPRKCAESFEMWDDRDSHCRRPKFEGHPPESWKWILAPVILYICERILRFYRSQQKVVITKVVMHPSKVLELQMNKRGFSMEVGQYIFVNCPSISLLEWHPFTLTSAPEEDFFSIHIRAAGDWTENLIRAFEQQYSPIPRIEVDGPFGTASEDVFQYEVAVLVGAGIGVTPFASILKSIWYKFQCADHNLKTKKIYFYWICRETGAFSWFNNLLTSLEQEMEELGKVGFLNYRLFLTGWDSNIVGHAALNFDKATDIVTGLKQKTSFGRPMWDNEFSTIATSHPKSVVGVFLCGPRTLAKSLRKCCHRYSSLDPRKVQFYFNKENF
# Starred values were filed as active, the others as inactive; / = no result given. Cut-off read from the data, not from the text of the source, unless noted: active = inhibition above about 75%; inactive = the rest. The order is random (roughly 4.7% active in at least one column).
SMILES,rat GALR2 ag,luminol inh ctr,TLR4-MyD88 inh,PME-1 Maybridge,NOTCH ag,OPRK1 antag MB,S1P1 agonist,Nox1 inh
Cc1cc(S(=O)(=O)n2ccc(-c3cc(Cl)sc3Cl)n2)cc(C)c1F,-11,2,2,-4,-0.6,-8,8,-38
CC(CC(=O)Oc1ccc(C(F)(F)F)cc1)S(=O)(=O)c1ccc(Cl)cc1 (stereo unspecified),-4,7,-3,-2,0.1,-4,8,-15
CCCN(CCC)S(=O)(=O)c1ccc(C(=O)ON=C2CCCCC2)cc1,-7,2,3,3,0.2,-9,-3,-71
Cc1cc(-c2nc(COc3ccc(Cl)cc3Cl)no2)no1,-5,-4,1,2,1.1,-15,11,-37
CSc1cccc(NC(=S)NNC(=O)Cc2c(C)cc(C)cc2C)c1,-2,0,-1,1,-0.1,4,-4,10
CCOC(=O)C(=CNc1ccc2n[nH]nc2c1)C(=O)OCC,-1,2,-3,-4,-0.8,-6,-19,-35
Cc1ccc(S(=O)(=O)On2nnc3ccccc32)cc1,-8,0,3,1,-0.3,-4,4,-36
CC(=O)Nc1ccc2c(c1)COCO2,-4,-3,-11,4,-0.2,3,-2,19
S=C(NCC1CC1)N/N=C/c1ccccc1Cl,-1,1,2,1,-0.1,-13,-32,-49
CCC(CO)Nc1nc2c([nH]1)c(=O)n(C)c(=O)n2C (stereo unspecified),-5,-7,-2,0,-0.1,0,-4,94*
Cc1cc(OCC(=O)c2cccc(C(F)(F)F)c2)n2cnnc2n1,-3,10,-9,-3,0.0,-14,3,-25
FC(F)(F)c1ccnc(-c2ccccc2)n1,-4,-4,-2,2,-0.1,9,-5,-34
CSc1ncc(-c2ccc(Cl)cc2)[nH]1,-6,8,2,3,-0.9,30,-15,-30
N#CCC(=O)NNC(=S)NCC1CCCO1 (stereo unspecified),-5,24,-2,1,0.6,0,-9,-2
Cc1oc(C(C)(C)C)cc1-c1cc(NS(=O)(=O)c2ccc(Cl)cc2)n[nH]1,-9,-1,-7,-3,0.2,-15,-2,-4
COC(=O)c1sccc1NS(=O)(=O)c1ccsc1C(=O)OC,3,-5,-6,13,0.5,0,8,12
Cc1nnc(SCC(=O)Nc2cccc(C(F)(F)F)c2)n1-c1ccc2c(c1)OCCO2,-7,-3,-3,-2,-0.3,9,-11,9
CCCCCCCCCc1c(O)c2ccccc2[nH]c1=O,-1,1,0,-2,0.0,-16,-14,-5
O=C(c1cccs1)N1CCC2(CC1)OCCO2,-6,-3,-2,3,-0.2,11,-10,9
CCCCCCCc1c(COC)[nH][nH]c1=O,-6,2,8,-3,-0.8,-5,10,-35
O=[N+]([O-])c1cccnc1SCc1csc2ccc(Cl)cc12,-3,3,5,-6,-0.5,14,106*,-96
CCOC(=O)c1ccc(N2CC3CCCCN3C2c2cccc(OC)c2O)cc1 (stereo unspecified),-5,53,-1,3,-0.4,60*,8,3
CCOC(=O)c1sc(SCc2cccc(Cl)c2)c(S(=O)(=O)C(C)C)c1-n1cccc1,-10,1,-3,-2,0.0,-34,-14,-49
N#C/C(=C\N1CCc2ccccc21)S(=O)(=O)c1ccc(C(F)(F)F)cn1,-8,2,0,2,/,-15,-4,-30
Cc1ccc(Oc2ccc(C(F)(F)F)cc2[N+](=O)[O-])c([N+](=O)[O-])n1,-7,-4,-13,-8,-0.9,11,9,2
O=C(/C(=C\C(=O)c1ccco1)c1ccccc1)c1ccccc1,-4,-1,1,3,-0.3,-20,7,-71
Cc1cc(Nc2ccccc2Cl)c2ccccc2n1,-10,-5,0,4,-1.0,21,17,8
COc1cc(C(=O)NNC(=O)Nc2c(-c3c(Cl)cccc3Cl)noc2C)cc(OC)c1OC,-5,30,-6,9,0.1,-13,7,-3
Cc1cc(C)c(N=C(NN)N(C)C)cc1C,-7,-5,10,0,0.0,-18,-1,-18
Cc1ncc(CO)c(/C=N/O)c1O,-3,5,4,10,0.2,38,-13,-26

# The closing 7 records of the part above lead into the next.
SMILES,rat GALR2 ag,luminol inh ctr,TLR4-MyD88 inh,PME-1 Maybridge,NOTCH ag,OPRK1 antag MB,S1P1 agonist,Nox1 inh
N#C/C(=C\N1CCc2ccccc21)S(=O)(=O)c1ccc(C(F)(F)F)cn1,-8,2,0,2,/,-15,-4,-30
Cc1ccc(Oc2ccc(C(F)(F)F)cc2[N+](=O)[O-])c([N+](=O)[O-])n1,-7,-4,-13,-8,-0.9,11,9,2
O=C(/C(=C\C(=O)c1ccco1)c1ccccc1)c1ccccc1,-4,-1,1,3,-0.3,-20,7,-71
Cc1cc(Nc2ccccc2Cl)c2ccccc2n1,-10,-5,0,4,-1.0,21,17,8
COc1cc(C(=O)NNC(=O)Nc2c(-c3c(Cl)cccc3Cl)noc2C)cc(OC)c1OC,-5,30,-6,9,0.1,-13,7,-3
Cc1cc(C)c(N=C(NN)N(C)C)cc1C,-7,-5,10,0,0.0,-18,-1,-18
Cc1ncc(CO)c(/C=N/O)c1O,-3,5,4,10,0.2,38,-13,-26
NC(=O)C1(NC2CCCCC2)CCCCC1,-5,-2,0,-3,-0.2,18,-5,-6
O=c1cc(-c2ccccc2)nc2scc(-c3ccc([N+](=O)[O-])cc3)n12,-4,0,-7,2,-0.7,1,-9,-12
O=C(Nc1ccccc1N1CCOCC1)c1ccsc1,-8,-3,-11,2,-0.5,6,0,17
COc1cc(OC)cc(N2C(=O)c3nccnc3C2=O)c1,-2,-1,10,0,0.5,16,-6,-6
CCOC(=O)c1c(N2C(=O)CCC2=O)sc(C)c1-c1ccccc1,-8,-4,-2,1,-0.4,-15,-27,14
Cc1cc2c(NC(=O)Nc3ccc(C(C)(C)C)cc3)cccc2nn1,-9,3,-4,-144,-0.7,19,24,12
NN1Nc2cc(S(N)(=O)=O)ccc2O1,-8,5,1,-2,-0.6,8,-12,1
O=C(C(O)C(O)C(=O)N1CCCC1)N1CCCC1 (stereo unspecified),-6,3,8,-2,-0.5,18,11,-38
O=[N+]([O-])c1ccc(N2CCCCCC2)c([N+](=O)[O-])c1,-6,1,-6,3,/,9,40,27
O=C(NCCc1ccccc1)c1ccc2ncccc2c1,-4,-2,-9,1,-0.5,4,2,8
Cc1cc(C)c2c(N)c(C(=O)N/N=C/c3ccc(OCc4ccccc4)cc3)sc2n1,3,0,-19,6,-0.7,-7,-8,7
O/N=C/c1cn(-c2ccccc2)nc1-c1ccccc1,-2,3,-10,4,0.3,-16,-23,-25
O=c1[nH]n(CCO)c(=O)c2cccnc12,-3,-2,10,5,0.4,5,6,-28
CCOC(=O)c1cnc(Sc2ncccc2[N+](=O)[O-])nc1N,-4,0,1,1,0.4,3,7,-40
CCOC(=O)Cn1c(=O)c2ccsc2c2c(C#N)c(SC)sc21,139*,0,4,4,-0.2,0,-15,-41
NS(=O)(=O)c1cc(Br)ccc1I,-1,-1,0,0,-0.3,3,-18,-24
COC(=O)c1sccc1-c1ccc(/C(C)=N/NC(N)=O)o1,-5,4,1,1,-0.7,-16,-19,-53
O=C(NC(=S)NNc1ncccc1-n1cccc1)c1ccccc1,-4,3,21,-4,0.1,26,12,11
O=C(C1CCCCC1)N1CCN(Cc2ccccc2)CC1,-7,2,-4,0,0.2,8,-22,2
C=CCN(CC=C)C(=S)NC(=O)c1ccccc1,-1,1,-11,0,-0.2,11,-22,-4
CN(C)/C=C/C=C1\CCCC1=O,-1,-5,3,4,0.2,20,-15,17
COc1ccc(C2OCCCO2)c(Cl)c1OC,-8,0,6,-1,0.2,5,6,-4
CCOC(=O)c1c(C)nc(C)c(C(=O)OCC)c1-c1ccc(O)c(OC)c1,-2,19,7,8,0.1,18,3,28
OC(COc1cccc(C(F)(F)F)c1)CN1CCN(c2nc(-c3ccccc3)ns2)CC1 (stereo unspecified),-7,2,-2,-24,-1.2,4,-13,22
COC(=O)c1c(-c2ccco2)n[nH]c1C,-6,-3,0,3,-0.8,6,-10,2
O=S(=O)(CCC1CCCC/C1=N/O)c1ccc(Cl)cc1 (stereo unspecified),-6,1,1,-1,0.0,-12,-7,-32
N/C(=N\OC(=O)c1cccs1)C1(c2ccc(Cl)cc2Cl)CC1,-5,-1,1,0,0.2,12,17,-33
Cc1ccc(S(=O)(=O)NC(=O)NCCNC(=O)OC(C)(C)C)cc1,-4,3,-2,-1,-0.3,18,3,-28
Cc1ccc(C)n1CC1CCNCC1,-3,-3,-2,4,-0.1,-6,-6,-15
N/C(Cn1ccc(C(F)(F)F)n1)=N\OS(=O)(=O)c1cccc(Cl)c1Cl,-7,-7,-7,6,0.7,-1,24,11
COc1ccc(CCN=C(C)c2cc(Cl)cc(Cl)c2O)cc1OC,-2,-2,3,0,-0.1,3,-4,4
COc1ccc2[nH]c(C(=O)NCCSCc3ccc(F)cc3)cc2c1,-4,-2,-3,3,-0.3,10,17,13
COc1ccc(NC(=S)NCCNC(=O)OC(C)(C)C)c(OC)c1,3,4,4,-2,0.3,2,-17,-49
C#CC(C)OC(=O)Nc1cnccc1C(F)(F)F (stereo unspecified),-4,1,-1,0,-0.4,25,-4,-45
COc1ccc(OC)c(NC(=O)c2ccc(SC)s2)c1,-8,-4,-11,7,0.4,-8,7,26
CC1CC(=O)N(C)c2ccccc2S1(=O)=O (stereo unspecified),-3,2,-1,-5,0.2,1,-13,-16
CCOC(=O)c1cnc2c(S(=O)(=O)C(C)C)csc2c1Sc1cccc(Cl)c1,-9,-1,-2,4,-1.5,-15,41,-2
Cc1nc(-c2ccc(F)c(F)c2)cs1,-3,1,10,-1,-0.4,9,5,-45
O=C(COc1ccc(C2=NCCS2)cc1)Nc1ccc(Cl)cc1,-5,0,-7,-6,-0.2,6,6,-51
CCN(CC)c1ccc(C#N)cc1,-9,-6,-8,5,0.1,-4,-3,4
CCOC(=O)c1nn(-c2ccccc2)c2nc(=O)c(C#N)c(-c3ccccc3)n12,-8,-4,-4,7,-0.2,28,-34,-9
Nc1ccccc1Sc1ccc(-c2cnc3ccccc3n2)cc1[N+](=O)[O-],-4,98*,-6,4,0.0,15,9,9
CCOC(=O)CC(=O)CSc1cc(C)c(Cl)cc1Cl,-2,-5,-1,4,-0.4,-1,-3,10
N#Cc1c(Cl)cccc1N1CCC(C(N)=O)CC1,-2,1,9,4,0.4,3,-21,-16
CC(C(=O)Nc1c(F)cccc1F)N1CCN(c2nccc(C(F)(F)F)n2)CC1 (stereo unspecified),-5,-8,-1,5,0.2,6,-4,-10
CCOC(=O)c1cc2c(N)c(C(=O)OCC)sc2nc1C,-6,-4,-1,14,0.2,-20,10,9
Cc1nc([N+](=O)[O-])cn1CCc1noc(-c2ccc(OC(F)(F)F)cc2)n1,-5,-6,-1,13,-0.8,7,26,5
N#CCCN(CC1CCCO1)S(=O)(=O)c1cccc2nsnc12 (stereo unspecified),0,-2,3,1,0.3,-2,-23,-19
NC(=O)/C(CCCCC(=O)O)=N\O,-6,-4,-3,3,0.6,7,-5,-13
Cc1onc(-c2ccccc2)c1CSc1n[nH]c(=O)n1Cc1ccco1,-6,-7,5,7,-0.6,19,20,19

# Fetched by structure from the entries so far, 2 records:
SMILES,rat GALR2 ag,luminol inh ctr,TLR4-MyD88 inh,PME-1 Maybridge,NOTCH ag,OPRK1 antag MB,S1P1 agonist,Nox1 inh
N#Cc1c(Cl)cccc1N1CCC(C(N)=O)CC1,-2,1,9,4,0.4,3,-21,-16
Nc1ccccc1Sc1ccc(-c2cnc3ccccc3n2)cc1[N+](=O)[O-],-4,98*,-6,4,0.0,15,9,9

# Next section:
SMILES,rat GALR2 ag,luminol inh ctr,TLR4-MyD88 inh,PME-1 Maybridge,NOTCH ag,OPRK1 antag MB,S1P1 agonist,Nox1 inh
COc1cccc2c1c(NC(=O)c1snnc1C)nn2C,0,-8,5,7,-1.3,-4,11,26
O=S(=O)(NCCN1CCCC1)c1cc2ccccc2s1,-6,-5,-4,-1,-0.5,4,-15,-25
CC(C)Sc1c(Cl)cccc1NC(=O)Nc1cccc([N+](=O)[O-])c1,-15,6,10,-174,0.6,4,-10,-5
Fc1cccc(N=Cc2ccc(Cl)c(Cl)c2)c1,-8,-7,-13,7,0.9,-5,5,2
COC(=O)C(C(C)=O)C(=O)c1ccccc1[N+](=O)[O-] (stereo unspecified),-3,-4,-10,0,-0.6,4,-8,3
CSc1nc(/N=C/N(C)C)n2nc(-c3ccccc3)cc2n1,-5,-1,5,3,-0.8,-5,-11,-37
O=C(NCCN1CCOCC1)c1ccc(-n2cccn2)cc1,-7,0,-2,-2,/,18,-7,-40
